# Source: PubChem (National Center for Advancing Translational Sciences (NCATS))
# RECQ1 helicase = blocks DNA unwinding by human RECQ1; P46063; RECQ1 DNA unwinding, red fluorescence kinetic read; Potency, µM (highest dose often 57.3 µM), without a hit: top-dose activity, negative = inhibition, most hits filed as inhibitors; 0.54% of 240,000 active; AID 2549;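 also: plate controls were vehicle for no effect and no enzyme for full effect; nearly all actives have a fitted effect of over 30% in size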
# Target sequence (P46063 whole entry, looked up): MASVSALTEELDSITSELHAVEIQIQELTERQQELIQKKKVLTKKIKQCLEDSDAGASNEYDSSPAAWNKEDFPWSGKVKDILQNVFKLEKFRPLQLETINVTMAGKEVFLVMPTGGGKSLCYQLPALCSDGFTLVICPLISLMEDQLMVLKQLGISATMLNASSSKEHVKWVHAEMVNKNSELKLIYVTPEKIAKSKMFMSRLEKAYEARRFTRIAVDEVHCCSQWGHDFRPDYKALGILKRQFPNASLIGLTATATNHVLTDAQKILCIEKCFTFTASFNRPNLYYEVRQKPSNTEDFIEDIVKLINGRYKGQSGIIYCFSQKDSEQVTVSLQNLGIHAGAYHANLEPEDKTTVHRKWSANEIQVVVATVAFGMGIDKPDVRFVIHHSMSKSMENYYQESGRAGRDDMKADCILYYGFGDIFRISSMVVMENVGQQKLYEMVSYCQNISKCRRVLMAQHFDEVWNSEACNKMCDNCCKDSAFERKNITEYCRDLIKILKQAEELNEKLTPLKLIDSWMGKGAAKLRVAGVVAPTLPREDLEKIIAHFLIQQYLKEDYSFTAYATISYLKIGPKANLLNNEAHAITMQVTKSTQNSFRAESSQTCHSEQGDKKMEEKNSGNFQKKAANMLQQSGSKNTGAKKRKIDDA
#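 50 nM RECQ1T1 preincubated 15 min with compound in Tris pH 8.0 buffer with MgCl2, DTT, Tween-20 and 2.5 ug/ml poly(dI-dC); started with 200 nM TAMRA/BHQ-2 forked duplex and 2 mM ATP. Unwinding read as fluorescence (525/598 nm), two reads 2 h apart.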
# SMN2 splice up = increases expression of the SMN2 splice variant. HEK293 SMN2-luciferase splicing reporter, luminescence, 30-36 h. Potency, µM (highest dose often 46.1 µM), inactives show at the top dose activity change, positive = activation, most hits filed as activators. 2.8% of 210,000 active; also: % of control where 0% means no effect; nearly all actives have a fitted effect of over 55% in size
#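 qHTS luciferase splicing reporter: luminescence rises when SMN2 exon 7 is included in transfected HEK293 cells. Compound exposure lasted 30-36 h at 37C, with 4.5 mM final sodium butyrate as control, followed by a ONE-Glo read.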
# ALDH1A1 block = blocks purified human ALDH1A1 activity | AID 1030 | Purified ALDH1A1, NADH fluorescence, propionaldehyde substrate | P00352 | Potency, µM (series often up to 75.3 µM), for inactives: at the top dose activity, negative = inhibition, actives largely listed as inhibitors | 7.3% of 220,000 active; active = well fitted inhibition curve with a large enough effect, not every such curve was filed as active; inconclusive = small, poorly fitted or top-dose-only effect, or another doubt; inactive = no such curve, though single readings can be large or run the other way;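 also: plate controls were no enzyme wells and a reference inhibitor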
# KinaseGlo FLuc = Kinase-Glo luciferase inhibition (counter-screen); Kinase-Glo luciferase, ATP luminescence, 8 min; Potency, µM (highest dose often 38.3 µM), for the others: top-dose activity change, negative = inhibition, most hits filed as inhibitors; 0.28% of 200,000 active; also: % is scaled to controls: 0 for no effect and ±100 for the full control effect; nearly all actives have a fitted effect of over 60% in size
#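 Recombinant Kinase-Glo luciferase, 10 uM ATP (linear range), luciferin; imidazole pH 7.2 / KCl / MgCl2 / Tween / BSA buffer; 8 min RT; luminescence.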
# L3MBTL1 block = blocks human L3MBTL1; AlphaScreen L3MBTL1–H3K9me1 peptide binding; AID 485360; 0.66% of 230,000 active; Potency, µM (top dose mostly 57.1 µM), inactives show at the top dose activity, negative = inhibition, hits mostly inhibitors; also: % is scaled to controls: 0 for no effect and ±100 for the full control effect; nearly all actives have a fitted effect of over 60% in size
#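 AlphaScreen assay: L3MBTL1 (50 nM final) was preincubated 30 min at room temperature with biotinylated H3(1-15)K9me1 peptide (75 nM final), then 30 min with library compounds; streptavidin donor and nickel chelate acceptor beads (10 ug/mL final) added, 30 min dark.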
# KDM4E inh = inhibitors of human JMJD2E histone demethylase; B2RXH2; AID 2147; 1.6% of 230,000 active; JMJD2E catalytic domain, FDH-coupled NADH fluorescence (FDH is formaldehyde dehydrogenase); Potency, µM (titrated, usually from 57.1 µM), inactives show top-dose activity change, negative = inhibition, hits mostly inhibitors; active = well fitted inhibition curve with a large enough effect, not every such curve was filed as active; inconclusive = small, poorly fitted or top-dose-only effect, or another doubt; inactive = no such curve, though single readings can be large or run the other way;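 also: 0% = wells with enzyme and -100% = buffer wells without enzyme; nearly all actives have a fitted effect of over 50% in size; many of its hits are not listed in these tables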
# Tau ThT inhib = blocks human tau fibril formation measured by thioflavin T | 2.1% of 270,000 active | Potency, µM (series often up to 57.4 µM), without a hit: at the top dose activity, negative = inhibition, hits mostly inhibitors | P10636 | recombinant tau K18 P301L, heparin-induced fibrillization, ThT fluorescence; also: % is scaled to controls: 0 for no effect and ±100 for the full control effect; nearly all actives have a fitted effect of over 55% in size
# Target sequence (P10636 561-689 P618L limits assumed): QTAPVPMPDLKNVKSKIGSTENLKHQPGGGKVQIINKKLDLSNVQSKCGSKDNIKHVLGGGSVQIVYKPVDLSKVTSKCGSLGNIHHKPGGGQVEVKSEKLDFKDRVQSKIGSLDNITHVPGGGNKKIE
#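 Fibril formation assay: tau K18 P301L at 15 uM with trace Alexa 594 label, heparin inducer 20 uM, pH 7 sodium acetate buffer, 37 C for 6 hr; endpoint ThT signal.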
# LMNA splice mod = changes lamin A minigene splicing in HeLa cells; HeLa LMNA splicing GFP/RFP minigene ratio, 48 h; Potency, µM (doses to about 46.1 µM), without a hit: at the top dose ratio change, negative = inhibition, usual class: inhibitors; 0.01% of 200,000 active; active = well fitted inhibition curve with a large enough effect in the signal ratio, with a control signal flat, not every such curve was filed as active; inconclusive = small, poorly fitted or top-dose-only effect, or effect the other way, or a change in a side signal; the % refers to the signal ratio; also: % is scaled to controls: 0 for no effect and ±100 for the full control effect
#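 S3 HeLa cells stably expressing lamin A-EGFP splicing minigene plus DsRed2, 600 cells/well, 48 h compound exposure at 37C. Laser-scanning cytometry; analysed as GFP (500-530 nm)/RFP (575-640 nm) total intensity ratio; 0.5% DMSO vehicle.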
# An asterisk follows results filed as active; i = inactive; ? = inconclusive; · = not tested or not shown; & = joins results of further samples; [ ] = another dose, or the depositor's remark. Unless noted, calls follow the shape of the dose curve; as a rule, active = well fitted curve in the direction sought with a large enough effect; inconclusive = small, poorly fitted or top-dose-only effect, or another doubt; inactive = no such curve, though single readings can be large; an effect the other way counts as inactive or inconclusive. Potency is read from the fitted curve at half-maximal effect. Not all compounds are listed; count on the stated rates, not on these rows.
SMILES,RECQ1 helicase,SMN2 splice up,ALDH1A1 block,KinaseGlo FLuc,L3MBTL1 block,KDM4E inh,Tau ThT inhib,LMNA splice mod
CCC1=C(OC(=O)N(CC)CC)N2C(=O)OC(=NCC3CC3)[C@]2(C)[C@H]2C1=CC[C@H]1C(=O)NC(=O)[C@H]12,-5%,1%,-1%,-5%,·,2%&0%,-2%&3%,·
Cc1nc2c(-c3ccc(F)cc3)c(C)nn2c(C)c1CCC(=O)N1CCC(Cc2ccccc2)CC1,-6%,-25%,?,16%,6%,?,?,3%
CCOc1ccc(-c2[nH]ncc2-c2csc(C)n2)c(O)c1,0%,·,10%,·,1%,-1%,-2%,-8%
COC(=O)CSc1nnc(CCc2nc3ccccc3[nH]2)n1C,0%,7%,1%,1%,7%,2%,7%,-10%
Cc1cc(C)n(C(=O)c2ccc(C)c(S(=O)(=O)N3CCCC3)c2)n1,-9%,28%,-8%,0%,-21%[11.4 µM],-5%,-1%,-6%
CCOC(=O)/C(C(=O)Nc1ccc(Cl)cc1Cl)=C1/NC(C)(C)Cc2ccccc21,5%,-20%,13µM*,2%,2%,-14%,-5%,-8%
CC(C)=NOc1cc(NC(=O)CCl)cc([N+](=O)[O-])c1,2%,-81%[inhibitor],0.18µM*,0%,0%,-5%,-16%,?
Nc1c(C(=O)NCc2ccccc2)sc2nc3c(cc12)C(=O)CCC3,11%,10%,1%,-2%,3%,9%,?,4%
CCOC(=O)CN1C(=O)N[C@@H](CCc2ccccc2)C(C(=O)OC)=C1C,2%[11.5 µM],4%[9.22 µM],13%[13.5 µM],-2%[7.66 µM],·,-1%[11.4 µM],-2%[11.5 µM],-3%[9.22 µM]
O=C(COC(=O)c1ccc2c(c1)OCCO2)NCc1ccccc1,-14%,11%,2%,-1%,·,4%,-10%,-5%
O=C(COc1ccc(S(=O)(=O)NC2CCCCC2)cc1)NC1CCCC1,12%,·,-1%,0%,8%,4%,-3%,20%[46 µM]
O=C(NCc1ccc2c(c1)OCO2)C1CCN(S(=O)(=O)N2CCOCC2)CC1,10%,-9%,?,4%,6%,-1%,-3%,-8%
CC/C(=N\OC(=O)c1ccc(OC(C)C)cc1)c1ccc(C)cc1,-15%,6%,-7%,-1%,·,0%,?,8%
CN(C)c1nc(N(C)C)nc(N(C)C)n1,-3%,-14%,2%,-2%,5%,12%,-2%&-3%&1%,?
N/C(=N\c1nc2ccccc2o1)NC(=O)c1ccccc1F,i,?,9%,-2%,2%,91%[activator],-19%,3%
Cc1onc(-c2ccccc2Cl)c1C(N)=O,-3%,-11%,4%,0%,3%,4%,-2%,8%
Cc1cc(NC(=O)c2cc(-c3ccc(Br)cc3)on2)no1,-3%,10%,?,0%,4%,17%,-11%,9%[46 µM]
COCCNC(=O)Nc1ccc2nc(C)sc2c1,-2%,?,?,1%,6%,-26%,-13%,-6%
CCOc1ccccc1C(=O)N[C@H](C(=O)NCc1ccccc1)C(C)C,-6%,15%,5%,6%,-5%,-17%,-1%,?
CCOc1cc2[nH]c(=S)n(CCN3CCCCC3C)c(=O)c2cc1OCC (configuration not stated),4%,·,?,·,-1%,-3%,?,?
COc1ccc(OC)c(/C=C/C(=O)N2CCCc3ccccc32)c1,-3%,-43%[inhibitor],?,10%,·,-1%,?,·
CC(=O)Nc1ccc(NC(=O)c2nc(-c3ccccc3)oc2C)cc1,-14%,15%,-5%,3%,4%,?,-16%,-8%[46 µM]
CCOC(=O)C1=C(O)C(=O)NC(c2ccccc2)=C(OCC)C1,i,5%,?,-2%,-7%,3%,-6%,1%
CCC1CCCCN1C(=O)COC(=O)c1cc2ccccc2cc1O (configuration not stated),3%,4%,?,3%,-3%,?,-7%,9%
CC1(C)CC(=O)C=C(Nc2ccc(OCC(F)(F)C(F)F)cc2)C1,1%,-4%,?,-1%,7%,0%,-8%,3%
Cn1ncc([N+](=O)[O-])c1C(=O)Nc1nc2ccccc2n1CCN1CCCCC1,-1%,10%,?,-1%,-21%,1%,-13%,16%
Cc1ccc(C)c(N2N=C(C(=O)O)CCC2=O)c1,4%,·,·,·,-5%,1%,-5%,·
Cc1ccc(-n2nc(C)cc2NC(=O)c2ccc(C)s2)cc1,-14%,-10%,-4%,0%,·,-2%,-4%,-16%
CC(C)Cn1c(C(C)NC(=O)Cc2ccccc2)nc2ccccc21 (configuration not stated),i,-15%,3%,6%,-3%,2%,-9%,?
NC1=NS(=O)(=O)NC1c1ccc(Cl)cc1 (configuration not stated),-4%,-9%,10%,-1%,0%,2%,-1%,6%
C=CCn1c(SCc2c(Cl)cccc2Cl)nnc1-c1cccnc1,i,-22%,-11%,-3%,·,8%,-4%,-10%
COc1ccc(C2(CNC(=O)c3cc([N+](=O)[O-])cc([N+](=O)[O-])c3)CCCC2)cc1OC,-2%,-11%,-12%,4%,-14%,-4%,-6%,?
O=C(CN1C(=O)NC(Cc2ccccc2)(Cc2ccccc2)C1=O)NCC1CCCCC1,i,-12%,-12%,-2%,·,3%,-9%,-16%
c1ccc(COc2ccccc2CNc2nn[nH]n2)cc1,24%,2%,0%,2%,2%,9%,0%,2%[46 µM]
Cc1ccc(-c2noc(CCC(=O)Nc3ccccc3C)n2)cc1,i,-6%,-4%,12%,0%,-9%,-11%,?
COc1ccc(-c2c(C)nn3c(N)c(C#N)cnc23)cc1OC,i,·,-11%,1%,12%,?,-16%,·
COc1ccc(CCNC(=O)COc2ccc(S(=O)(=O)NC3CCCCC3)cc2Cl)cc1,-22%,-23%,6%,-4%,-1%,1%,-6%,0%
COC(=O)C1=C(C)N=C2SCCC(=O)N2C1c1cc(Br)ccc1OC (configuration not stated),-10%,·,?,·,-6%,?,5µM*,?
O=C(COC(=O)c1cc[n+]([O-])cc1)Nc1ccc([N+](=O)[O-])cc1Cl,2%,1%,1%,-2%,9%,3%,0%,11%[46 µM]
Cc1ccccc1-c1nc(CN2CCC(C(=O)NCCCN3CC(C)CC(C)C3)CC2)c(C)o1 (configuration not stated),-3%,-18%,7%,1%,5%,4%,-22%,10%
Cn1c(C(=O)NCc2ccccc2)cc2oc3ccccc3c21,-15%,32µM*,?,-5%,·,?,-14%,?
CCOc1cc(C(=O)OCC(=O)Nc2ccc(Cl)cn2)ccc1OCC(=O)N1CCOCC1,i,-4%,11%,3%,4%,-1%,4%,5%
CCOC(=O)c1sc(=S)n(Cc2ccccc2)c1C,-5%,·,?,·,-5%,-2%,-11%,·
Cc1cnc(C(=O)N2CCCC(C(=O)c3ccc(C(C)(C)C)cc3)C2)cn1 (configuration not stated),i,·,13µM*,·,-15%,-3%,6%,·
O=C(Cn1c(=O)n(-c2ccc(F)cc2)c(=O)c2sccc21)c1ccccc1,2%,9%,-2%,1%,-9%,3%,-1%,-6%
Cc1ccc(NC(=O)OCCNC(=O)c2ccncc2)cc1,1%,22%,10%,-2%,10%,1%,-4%,14%[46 µM]
CCOC(=O)C1(C)NC(c2ccco2)C2C(=O)N(C)C(=O)C21 (configuration not stated),14%,·,8%,-2%,2%,-7%,-1%,27%[46 µM]
CCC(=O)N1CCc2cc(S(=O)(=O)NC(Cc3ccccc3)C(=O)NC3CCCCC3C)ccc21 (configuration not stated),i,11%,-1%,-1%,·,2%,2%,1%
CCN(CC)S(=O)(=O)c1ccc(N2CCN(S(=O)(=O)c3ccccc3C#N)CC2)nc1,6%,-13%,-8%,-1%,·,-19%,-9%,-14%
CC1(C)NC(=O)N(CC(O)CN2C(=O)CCC2=O)C1=O (configuration not stated),1%,10%,3%,0%,·,11%,2%,-5%
O=C(NC(=S)NC(=O)c1ccccc1F)c1ccccc1F,0%,-4%,2µM*,-2%,-3%,-4%,-15%,-2%
CCN(CC)C(=O)C1(P(=O)(c2ccccc2)c2ccccc2)CCC1,-6%,·,·,·,-4%,6%,-1%,·
Cn1c(=O)[nH]c2cc3ccccc3cc21,4%,23%,10%,-2%,3%,-3%,-6%,?
O=C1N(C2CCCC2)C[C@@H]2C[C@@H](c3cccn3-c3ccccn3)N3CCC[C@@]123,i,·,3%,·,-7%,-4%,-4%,·
CCOC(=O)N1CCN(C(=O)c2ccc(CSc3ccc(Cl)cc3)cc2)CC1,i,-37%[inhibitor],-10%,3%,-3%[11.4 µM],-5%,-16%,·
CN(C)CCOCCSc1ccc(Cl)cc1,-2%,11%,2%,0%,-5%,-5%,-9%,7%[0.0737 µM]
COC(=O)c1ccccc1Nc1ccccc1,i,-4%,-1%,2%,24%,-6%,-5%,-1%
O=C(c1cccc(-n2cnnn2)c1)N1CC=C(c2ccccc2)CC1,-3%,-1%,?,-9%,-2%,-4%,-15%,-2%
NC(=O)C(c1ccccc1)c1ncc(C(F)(F)F)cc1Cl (configuration not stated),-3%,-8%,-6%,-2%,0%,5%,0%,11%
Cc1nc2ccccc2cc1C(=O)NCc1ccc(F)cc1,-19%,-51%[inhibitor],-6%,3%,7%,-3%,-6%,·

# (further entries)
SMILES,RECQ1 helicase,SMN2 splice up,ALDH1A1 block,KinaseGlo FLuc,L3MBTL1 block,KDM4E inh,Tau ThT inhib,LMNA splice mod
Cc1ccc(CSCC(=O)N2CCN(c3ccccc3)CC2)cc1,1%,-26%,?,-1%,-13%,1%,?,?
CC(=O)N1CCC[C@@]2(CCN(Cc3ccc(C#N)cc3)C2)C1,-3%,4%,-13%,0%,·,·,·,·
COCCCn1c(SCC(=O)NC2CCCC2)nnc1-c1ccco1,i,1%,13µM*,-4%,·,-6%,-9%,8%
O=C(CN1C(=O)NC2(CCCC2)C1=O)Nc1ccc(F)cc1,i,-12%,-15%,-3%,·,2%,11%,0%
